# Bioassay records from PubChem.
# LYP inh 2 – blocks human PTPN22 phosphatase activity. 96,000 tested, 0.21% active. recombinant LYP catalytic domain, DiFMUP fluorescence. Q9Y2R2. inhibition, % at 2 µM;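 active = inhibition at 2 µM at or above a set limit, the screen mean plus 3 SD, cut at about 24% in these data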;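 also: 0% = DMSO with enzyme and 100% = enzyme fully blocked by orthovanadate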
# TNFa cytotox – HUVEC cytotoxicity counter-screen, TNF alpha stimulated | cell count reduction, % at 2 µM | AID 848 | 93,000 tested, 0.17% active | HUVEC TNFalpha-stimulated, Hoechst cell count, imaging;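 active = cell count reduction exceeding the screen mean by over 5 SD, scaled to untreated wells per plate, cut at about 78% in these data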;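 also: cells counted after 24 h of TNF alpha exposure following the 1 h pretreatment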
# cytoskel mod – modifiers of cytoskeleton assembly; HUVEC TNFa F-actin phalloidin imaging, high content; inhibition, % at 2 µM; 91,000 tested, 0.18% active; AID 836;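 active = inhibition above the batch mean plus 3 SD and confirmed as a hit by visual image inspection, cut at about 30% in these data, passing the limit was not always enough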; also: strong numbers were not always called active
# Calb biofilm kill – kills Candida albicans biofilms; C. albicans biofilm + clotrimazole, Alamar Blue; inhibition, % at 6 µM; 85,000 tested, 0.14% active;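 active = inhibition above 20%; inactive = inhibition below 20%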;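 also: preformed 24 hr biofilms exposed to compound for 48 hr; 0% = biofilm without compound and 100% = blank killed by clotrimazole plus chlorhexidine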
# VCAM1 TNFa inh – reduces TNF alpha induced VCAM1 expression in HUVEC; HUVEC TNFa-induced VCAM-1 immunofluorescence, high-content imaging; inhibition, % at 2 µM; 95,000 tested, 0.48% active; AID 802;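 active = inhibition above the batch mean plus 3 SD, with images confirmed as a hit by eye, cut at about 37% in these data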;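 also: 0% = TNF-stimulated DMSO wells and 100% = unstimulated control wells; not every result past the cut was called active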
# MT1-MMP txn act – MT1-MMP promoter transcription activation; HT1080 MT1-MMP promoter luciferase reporter, luminescence, overnight; hits give high values; 86,000 tested, 0.16% active; AID 750; activation factor at 10 µM;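 active = activation factor of at least 2 for MT1-MMP transcription at 10 µM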
# IL1B cytotox – toxic to HUVEC cells under IL-1B stimulation; HUVEC cell count loss, Hoechst imaging, IL-1B stimulated; cell count reduction, % at 2 µM; 94,000 tested, 0.41% active; AID 845;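 active = cell count reduction more than 3 SD above the screen-wide mean, cut at about 70% in these data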;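 also: normalized per plate to untreated control cells as the no-loss baseline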
# Smad3 inh – inhibitors of human Smad3 transcription factor binding. TR-FRET Smad3/Dy647-FoxH1 peptide binding, europium anti-His. P84022. 88,000 tested, 0.29% active. inhibition, % at 25 µM;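 active = compounds that reduce the energy-transfer binding signal between the protein and its labelled peptide by more than half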;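 also: 0% = Smad3 plus labelled peptide maximal FRET and 100% = peptide-only background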
# Target sequence (P84022 whole entry, looked up): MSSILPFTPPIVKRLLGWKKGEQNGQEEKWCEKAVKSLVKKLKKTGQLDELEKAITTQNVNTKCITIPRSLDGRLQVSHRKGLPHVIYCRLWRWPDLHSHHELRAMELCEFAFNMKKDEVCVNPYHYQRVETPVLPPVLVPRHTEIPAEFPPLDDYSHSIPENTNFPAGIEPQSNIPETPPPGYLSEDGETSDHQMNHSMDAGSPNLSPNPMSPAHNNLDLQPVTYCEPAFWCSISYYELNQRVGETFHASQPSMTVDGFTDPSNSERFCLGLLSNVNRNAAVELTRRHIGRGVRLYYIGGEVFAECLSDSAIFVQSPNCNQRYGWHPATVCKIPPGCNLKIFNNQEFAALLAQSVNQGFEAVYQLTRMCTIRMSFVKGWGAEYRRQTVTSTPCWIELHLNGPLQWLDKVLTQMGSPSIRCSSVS
# hDAT+cocaine – changed human dopamine transporter uptake under cocaine IC80; Q01959; LLC-PK1 hDAT cells, [14C]-dopamine uptake with cocaine IC80; actives deviate in either direction; B-score at 10 µM; 110,000 tested, 1.3% active; AID 449768;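 active = Z score or B-score, a plate-position-corrected score, falls beyond the plate's 99.7% confidence bounds, in either direction; inactive = both scores lie inside the 99.7% bounds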;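 also: scored against the spread of the other compound wells on the same plate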
# Target sequence (Q01959 whole entry, looked up): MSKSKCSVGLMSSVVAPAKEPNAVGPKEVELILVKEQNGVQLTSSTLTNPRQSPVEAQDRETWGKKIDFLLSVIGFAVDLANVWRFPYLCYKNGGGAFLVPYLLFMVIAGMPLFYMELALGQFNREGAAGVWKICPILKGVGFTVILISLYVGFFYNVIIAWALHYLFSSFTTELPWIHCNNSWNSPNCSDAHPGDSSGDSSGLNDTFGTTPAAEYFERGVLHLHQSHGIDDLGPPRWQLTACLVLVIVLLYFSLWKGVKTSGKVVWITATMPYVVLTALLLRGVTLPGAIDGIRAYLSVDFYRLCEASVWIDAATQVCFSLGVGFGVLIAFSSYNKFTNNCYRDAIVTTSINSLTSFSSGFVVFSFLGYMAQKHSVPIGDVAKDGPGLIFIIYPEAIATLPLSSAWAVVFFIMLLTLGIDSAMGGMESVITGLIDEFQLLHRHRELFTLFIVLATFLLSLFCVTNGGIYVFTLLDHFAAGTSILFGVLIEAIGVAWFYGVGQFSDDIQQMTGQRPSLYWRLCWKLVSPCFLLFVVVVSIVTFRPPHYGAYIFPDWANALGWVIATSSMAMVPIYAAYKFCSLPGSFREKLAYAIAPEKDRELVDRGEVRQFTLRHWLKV
# The depositor's hits bear a star; nt = no result given; [ ] = remark or other dose.
SMILES,LYP inh 2,TNFa cytotox,cytoskel mod,Calb biofilm kill,VCAM1 TNFa inh,MT1-MMP txn act,IL1B cytotox,Smad3 inh,hDAT+cocaine
COC(=O)c1[nH]c2cc(OC)ccc2c1NC(=O)CCN1CCCC(C)(C)C1,-5,-58,26,nt,16,1.3,-28,nt,1.1
O=C(Nc1cccnc1)C1CCCN(S(=O)(=O)c2cccc3nsnc23)C1 (stereo unspecified),6,-9,6,4,7,nt,10,6,0.052
COCC(=O)Nc1ccccc1C#N,1,-14,-8,nt,2,nt,3,nt,nt
COc1ccc2c(CC(=O)N3CCc4ccccc43)coc2c1,-3,-13,-3,3,-4,1.6,-8,10,-0.18
Cc1ccc(N2C(=O)C(CN(C)C)C2c2ccccc2)cc1 (stereo unspecified),3,-8,8,nt,29,nt,-66,nt,0.39
Cc1ccc(-n2ncc3c2ncn2nc(-c4ccco4)nc32)c(C)c1,-3,1,-13,7,-5,1.3,6,-3,0.0062
Cc1cccc(Cc2c(C)nc3nc(SCC(=O)NCc4ccco4)nn3c2C)c1,3,-6,3,5,-3,nt,-5,7,-0.089
c1ccc(CNc2c3c(nc4ncnn24)CCCC3)nc1,10,nt,nt,-2,nt,1.2,-12,-3,0.11
COc1ccccc1NC(=O)c1ccc(NC(=O)CSc2nnnn2C)cc1,1,-45,6,2,7,1,-34,10,0.1
O=C(CCNS(=O)(=O)c1cccs1)Nc1nccs1,-8,-34,6,2,-32,1.2,-10,-4,0.6
O=C(CCc1ccccc1)Nc1ncn[nH]1,-7,-29,nt,6,14,1.1,-2,17,0.023
Cc1cc(C)c(S(=O)(=O)N2CCCC(C(=O)NCCC3=CCCCC3)C2)c(C)c1 (stereo unspecified),-9,-1,11,6,0,1.2,-3,2,-0.078
COc1ccc(NC(=O)c2ccc3c(c2)OCO3)cc1Cl,5,-29,10,4,7,1.4,-36,10,0.17
Cc1ccccc1NC(=O)NCCCN1CCN(C2CCCCC2)CC1,-4,6,-8,4,12,1.1,-19,2,-0.28
CCOCC(=O)Nc1nc2ccc(OCC)cc2s1,-1,15,-12,-4,9,nt,-24,-13,-0.0027
COC(=O)CSc1nc(N)c(NC(=O)c2ccc(OC)c(OC)c2)c(=O)[nH]1,0,-19,4,1,0,nt,-26,-14,-0.078
COc1ccccc1CNC(=O)C1CCN(S(=O)(=O)c2c(C)noc2C)CC1,10,nt,2,5,-4,nt,-4,2,-0.59
Cc1c(/C=N/NC(=O)c2ccc3c(c2)OCO3)cnn1C,10,13,-6,nt,2,nt,-31,nt,-0.25
CC(C)(C)c1ccc(C(=O)CCCSC2=C(C#N)C(c3ccco3)C3=C(CCCC3=O)N2)cc1 (stereo unspecified),8,-14,-9,5,-6,1.2,-4,2,2.2
Cc1cccc2sc(NC(=O)c3ccc(Cl)s3)nc12,-2,-18,1,3,5,1.7,14,7,2.4
O=C(c1cc(-c2ccccc2Cl)on1)N1CCN(C(=O)c2ccco2)CC1,-2,-5,-8,7,13,1.2,4,-5,1.4
CCOc1ccc(NC(=O)C2CC(=O)N(C)C(=Nc3ccc4c(c3)OCO4)S2)cc1 (stereo unspecified),-4,-18,-10,-2,17,1.2,-5,-2,1.1
Cc1cccc(N(C(=O)C(F)(F)F)C(C(=O)NC2CCCCC2)c2cccs2)c1 (stereo unspecified),4,-11,20,nt,-1,nt,0,nt,-0.88
Cc1ccc(C(=O)Cn2c(C(=O)/C=C/c3ccccc3)nc3ccccc32)cc1,6,5,-68,nt,-10,nt,11,nt,0.23

# Fetched one by one from the entries so far, 2 records:
SMILES,LYP inh 2,TNFa cytotox,cytoskel mod,Calb biofilm kill,VCAM1 TNFa inh,MT1-MMP txn act,IL1B cytotox,Smad3 inh,hDAT+cocaine
Cc1c(/C=N/NC(=O)c2ccc3c(c2)OCO3)cnn1C,10,13,-6,nt,2,nt,-31,nt,-0.25
CCOc1ccc(NC(=O)C2CC(=O)N(C)C(=Nc3ccc4c(c3)OCO4)S2)cc1 (stereo unspecified),-4,-18,-10,-2,17,1.2,-5,-2,1.1

# Next structures follow:
SMILES,LYP inh 2,TNFa cytotox,cytoskel mod,Calb biofilm kill,VCAM1 TNFa inh,MT1-MMP txn act,IL1B cytotox,Smad3 inh,hDAT+cocaine
O=C(c1ccccc1)N1CCCCC(S(=O)(=O)c2ccccc2)C1=O (stereo unspecified),5,-29,0,-3,17,1.1,-45,2[fluorescence artefact?],-0.45
O=C(O)CC1Sc2ccccc2NC1=O (stereo unspecified),nt,nt,nt,0,nt,1.3,nt,6,-1.5
CC1(C)CC(=O)C2=C(C1)N(Cc1ccco1)C(=O)C2(NC(=O)C1CCCCC1)C(F)(F)F (stereo unspecified),7,-32,2,2,-2,1.1,34,11,-1.1
N#CCCN/N=C(/Cc1nc2ccccc2[nH]1)c1ccc(Cl)cc1,-1,-5,-8,nt,-2,nt,1,nt,1.5
NC(=O)CC(NC(=O)OCc1ccccc1)C(=O)O (stereo unspecified),5,-22,5,0,3,1,-11,-2,-0.48
Cc1nn(-c2ccccc2)c2sc(C(=O)OCN3C(=O)c4ccccc4C3=O)cc12,nt,nt,nt,3,nt,1.2,nt,-8,-0.017
O=C(CN(Cc1ccco1)C(=O)CNS(=O)(=O)c1ccccc1)NCc1ccc(F)cc1,-8,-44,1,6,8,1.1,-26,-5,0.19
Cc1ccc(CSc2nnc(-c3cccnc3)o2)cc1,-2,-17,3,7,-7,1,6,3[fluorescence artefact?],0.59
CCOC(=O)C1=C(C)NC(=O)NC1c1ccc(OCC(=O)N2CCCCC2)cc1 (stereo unspecified),-1,-2,0,1,16,1,-27,-2,-0.73
CC1CN(c2c3c(nc4ncnn24)CCCC3)CC(C)O1 (stereo unspecified),4,2,13,3,9,0.9,-48,-6,-1
COc1ccc(-c2cc(C(=O)N3CC4(C)CC3CC(C)(C)C4)no2)cc1 (stereo unspecified),5,9,12,-1,12,nt,13,-7,-0.48
Cn1nc(C(=O)N2CCOCC2)c2ccccc2c1=O,-3,-18,16,nt,-12,1.1,-17,nt,-0.76
CCN(CC)S(=O)(=O)c1cccc(C(=O)OCC(=O)Nc2ccccc2OC(F)F)c1,-8,-32,11,nt,-8,nt,-62,nt,-2.2
CCOC(=O)NC(NC(=O)OCC)C(=O)c1ccc(F)cc1,6,-3,-40,nt,-7,nt,30,nt,0.039
C#CCSc1nc(Cc2ccc(Cl)cc2)nc2ccccc12,8,-29,8,nt,-6,nt,-7,nt,-0.85
O=C(c1ccc(CS(=O)(=O)c2ccc(Br)cc2)o1)N1CCOCC1,-10,-15,5,1,9,1,-12,-7,0.15
Cc1ccc(S(=O)(=O)N2CCN(Cc3ccccc3C(F)(F)F)CC2)cc1,4,-20,5,2,-8,0.5,-16,19,-0.39
CCC(C)OC(=O)C1C(c2ccccc2)C(C(=O)O)C1c1ccccc1 (stereo unspecified),-38,10,nt,5,3,1.1,5,1,-0.2
O=C(CSc1nc2ccccc2c(=O)n1CCCC(=O)N1CCCC1)NCc1ccco1,-4,13,-13,9,-13,1.3,-14,-3,0.053
CCCCn1nc2cc(C(=O)NC3CCCc4ccccc43)ccc2c1OCC (stereo unspecified),1,14,22,nt,-7,nt,-3,nt,0.78
Cc1onc(-c2c(F)cccc2Cl)c1C(=O)Nc1cccc2nsnc12,-9,-37,-5,6,18,1,-31,11[fluorescence artefact?],0.64
CCc1nnc(SCC(=O)Nc2ccccc2)nc1CC,-5,-13,25,nt,3,1,-4,2,0.79
COc1ccc(N2CCN(C(=O)Cc3cccs3)CC2)cc1,4,-5,-10,-1,11,1,0,3,-0.93
O=c1cc(-c2ccccc2)c2ccccc2[nH]1,0,-17,-30,1,10,1,-8,-2,-1
O=C(Nc1nnc(C2CC2)s1)c1cccc(S(=O)(=O)N2CC(c3ccccc3)CC2=O)c1 (stereo unspecified),-7,-26,13,7,14,nt,-43,-6,-0.24
O=C(CSc1nnnn1-c1ccccc1)Nc1ncc(Cc2cc(Cl)ccc2Cl)s1,1,-6,19,nt,3,nt,9,nt,-0.89
CC(C)(C)n1ncc2c(=O)n(CC(=O)Nc3ccccc3)cnc21,6,-2,4,7,5,1.2,0,11,0.57
C=CCn1c(SCC(=O)Nc2c(C)n(C)n(-c3ccccc3)c2=O)nc2sc(C)c(C)c2c1=O,-10,-4,-4,nt,22,nt,5,nt,1.8
COc1ccc(-n2cccc2C=O)cc1OC,-7,-15,nt,nt,11,nt,-6,nt,-0.41
O=C(NCc1ccco1)c1cc(C(=O)C2CC2)c[nH]1,8,-12,24,nt,4,nt,-16,nt,-0.45
O=C(Cc1n[nH]c(=O)c2ccccc12)Nc1ccc(-c2nnc3n2CCCCC3)cc1,-2,-6,-19,3,-4,1.1,9,13,-0.088
Nc1c(C(=O)NCCN2CCOCC2)c2nc3ccccc3nc2n1CCc1ccccc1,0,4,-20,5,-7,1,12,5,1.1
Cc1cccc(Oc2c(C=O)c3ccccc3n2C)c1,3,-21,34,nt,9,nt,-37,nt,0.004
CCOC(=O)c1sc(NC(=O)CSc2nncs2)c(C(=O)OCC)c1C,-9,-17,10,7,-4,1.1,-9,7,-0.6
CCCC(=O)Nc1c(C)n[nH]c1C,13,-24,19,nt,2,nt,2,nt,-0.58
CC(CCc1ccccc1)NC(=O)CN1CCOc2ccccc21 (stereo unspecified),-3,-12,-1,-7,2,1.1,4,-3,-0.037
O=c1c2ccccc2nc2n1CC/C2=C/N1CCN(c2cccc(C(F)(F)F)c2)CC1,3,-12,-15,0,-7,1.1,-4,-9[fluorescence artefact?],-0.25
Cn1cc(/C(Cc2ccccc2)=N\O)c2ccccc21,nt,nt,nt,10,nt,1.2,nt,-3,0.57
Cc1ccc2oc(=O)c3cnn(CC(=O)N4CCCCCC4)c3c2c1,-10,-44,7,2,6,1,1,0,-0.48
Cn1c(=O)n(C)c2cc(/C=N/n3cnnc3)ccc21,8,-37,-15,6,9,1.1,-8,11,0.019
O=C(CSCc1ccco1)c1cccs1,nt,nt,nt,-3,nt,1.5,nt,1,-0.75
COC(=O)c1ccccc1NC(NC(=O)c1ccco1)C(=O)c1ccccc1 (stereo unspecified),nt,nt,nt,5,nt,1.1,nt,-8,0.011
Clc1c(CSc2nc3ccccc3o2)nc2sccn12,-3,-11,0,7,-9,0.8,-27,15,-1.6
O=C(NCc1ccccn1)c1ccc(NC(=O)c2ccco2)cc1,4,-25,-3,-3,4,1.1,16,-13,0.0051
COc1ccc(Br)cc1C(=O)Nc1ccc(N2CCN(S(C)(=O)=O)CC2)cc1,10,-10,6,6,-14,0.9,30,1,-0.89
COc1ccccc1OCCCCN1CCN(c2ccccc2OC)CC1,0,-22,5,1,3,1.2,-20,2,-0.93
COc1cccc(-c2nnc3sc(-c4ccc(C)cc4)nn23)c1,9,-17,-31,nt,12,1,-6,nt,nt
CC(=O)Nc1ccc(S(=O)(=O)Nc2nc3n(n2)C(c2ccccc2)CC(=O)N3)cc1 (stereo unspecified),-2,nt,-13,9,-38,1.2,-40,8[fluorescence artefact?],-0.022
CCOc1ccc(C(=O)N2CCSC2=S)cc1,-13,-8,12,-3,0,1.1,9,-3,-0.89
O=C(CSc1nnnn1-c1ccc(O)cc1)Nc1ccc(N2CCOCC2)c(Cl)c1,-13,-9,6,1,-1,1.2,-2,4,0.47
Cc1ccc(OC(C)C)c(CN(CCO)CCO)c1,-3,9,-23,1,-14,1.1,-9,10,0.017
Cc1cccc(C(=O)NC2CCN(C(=O)N3CCOCC3)CC2)c1,10,17,9,8,7,1.1,-16,-2,-0.58
Clc1ccc(-n2nnnc2-c2cnc(-c3ccccn3)nc2-c2cccs2)cc1,-3,-17,-1,2,19,1.1,-31,9,1.9
CC(=O)NC1=NN(C(C)=O)C(C)(c2cccs2)S1 (stereo unspecified),-4,-15,4,4,22,0.6,-11,2,-2.1
CC(C)N(C(=O)C(=O)c1cccn1-c1ccccc1C#N)C(C)C,-4,2,-10,3,-4,1.3,0,6,0.2

# Not all compounds are listed (hit frequency here may not be typical).
